# Screening results deposited in PubChem BioAssay by several laboratories.
# HSF1 inh – HSF1 inhibition; AID 2098; 0.77% of 300,000 active; activity change, negative = inhibition, % at 7.5 µM (by protocol); NIH3T3-HGL HSE-luciferase, MG132-induced, luminescence 8 h; active compounds read low;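 active = more than half of replicate wells show activity change below -50%, luminescence cut by over half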;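 note: luciferase reports HSF-1 transcriptional activity via heat shock element; 0% = median of DMSO wells and -100% = zero luminescence signal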
# HSP90 inh – blocks HSP90-mediated luciferase refolding in reticulocyte lysate | 0.91% of 290,000 active | AID 1789 | Rabbit reticulocyte lysate, luciferase refolding luminescence, 3 h | inhibition, % at 5.6 µM;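 active = inhibition above the screen-wide mean plus 3 SD, computed separately per campaign, cut at about 16% in these data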;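 note: 0% = DMSO wells and 100% = 60 µM geldanamycin wells; inhibitors lower the luminescence because luciferase stays unfolded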
# GSK3beta inhib – blocks human GSK3beta kinase activity; P49841; GST-GSK3beta kinase, ADP-Glo luminescence, 60 min; active compounds read low; activity score (negative = inhibition), % at 10 µM; 0.038% of 300,000 active;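 active = more than half of replicate wells score below -50%, meaning over 50% inhibition versus plate controls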;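 note: 0% = median DMSO wells and -100% = median GW8510 positive control wells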
# Target sequence (P49841 whole entry, looked up): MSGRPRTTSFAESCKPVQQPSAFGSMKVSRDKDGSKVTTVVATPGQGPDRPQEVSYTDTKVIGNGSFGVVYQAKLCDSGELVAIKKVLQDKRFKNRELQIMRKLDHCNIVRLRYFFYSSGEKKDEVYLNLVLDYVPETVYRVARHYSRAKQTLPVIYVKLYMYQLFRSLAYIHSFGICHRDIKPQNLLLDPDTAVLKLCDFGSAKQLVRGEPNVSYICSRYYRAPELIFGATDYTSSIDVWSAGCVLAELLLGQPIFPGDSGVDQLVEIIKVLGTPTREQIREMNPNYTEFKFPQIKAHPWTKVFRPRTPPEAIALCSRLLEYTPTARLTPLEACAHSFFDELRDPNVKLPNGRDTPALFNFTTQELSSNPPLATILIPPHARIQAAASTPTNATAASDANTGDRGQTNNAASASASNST
#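 Test system: GST-fused GSK3beta enzyme, cell-free | Quantity: 1.6 ng GST-GSK3beta enzyme per well | Reagent: 25 µM ATP with peptide substrate | Schedule: 60 min enzyme reaction, room temperature | Signal: Luminescent ADP-Glo measurement of ADP formed | Read-out basis: Score relative to plate controls | Control set: DMSO and 20 µM GW8510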
# KLF5 inhibitor – inhibitors of KLF5 expression | 0.23% of 290,000 active | DLD-1 KLF5 promoter-luciferase reporter, luminescence | inhibition, % at 5 µM;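 active = inhibition above a per-plate limit of that plate's mean compound inhibition plus 3 SD, cut at about 60% in these data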;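 note: 0% = DMSO wells and 100% = LY294002 at 200 µM; higher means less KLF5 promoter-driven luciferase light; inactives centre near -14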
# GSK3 alpha inh – blocks human GSK-3 alpha kinase; ADP-Glo luminescence, 60 min; AID 2650; 0.1% of 320,000 active; P49840; inhibition, % at 10 µM;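 in the data active = inhibition above about 50%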;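 note: GST-tagged GSK-3 alpha with peptide substrate and 25 µM ATP; 0% = DMSO neutral wells and 100% = GW8510 positive control wells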
# Target sequence (P49840 whole entry, looked up): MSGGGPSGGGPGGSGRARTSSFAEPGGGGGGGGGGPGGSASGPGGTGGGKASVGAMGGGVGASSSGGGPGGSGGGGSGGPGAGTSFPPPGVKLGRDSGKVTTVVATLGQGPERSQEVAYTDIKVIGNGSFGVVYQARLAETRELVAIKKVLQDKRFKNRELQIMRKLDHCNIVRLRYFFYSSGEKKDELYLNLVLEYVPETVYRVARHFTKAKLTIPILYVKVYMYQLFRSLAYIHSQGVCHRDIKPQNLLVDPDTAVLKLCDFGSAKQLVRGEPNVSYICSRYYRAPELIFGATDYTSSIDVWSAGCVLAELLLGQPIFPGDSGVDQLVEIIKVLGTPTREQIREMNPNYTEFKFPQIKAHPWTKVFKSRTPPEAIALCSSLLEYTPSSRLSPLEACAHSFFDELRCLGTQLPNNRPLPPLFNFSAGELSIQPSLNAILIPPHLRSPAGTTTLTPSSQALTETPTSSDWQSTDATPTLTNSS
# aSyn 5UTR inh – 5' untranslated region of α-synuclein, MLPCN primary screen; alpha-synuclein 5'UTR reporter, inhibitor activity; inhibition, % (tested at 7.5 µM); 0.82% of 300,000 active; AID 1813; in the data active = inhibition above about 60%;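 note: H4 neuroglioblastoma cells stably carrying SNCA 5'UTR luciferase fusion; 0% = DMSO wells and 100% = positive control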
# AI-2 QS mod – modulates the Vibrio harveyi AI-2 quorum sensing system | Vibrio harveyi JMH597 AI-2 luminescence/OD600 ratio, 9 h; active compounds read low; strain lacks LuxN and CqsS sensors; 0 = neutral-control median | activity change, % at 7.5 µM | 0.4% of 300,000 active; in the data active = activity change below about -75%, passing the limit was not always enough;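 note: luminescence divided by OD600 gain over 9 h not by final OD600 alone; inactives centre near 13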
# HSF1 activator – increases HSF-1 driven luciferase reporter signal. NIH3T3-HGL HSF-1 luciferase reporter, MG132, 8 h; 100% = twice DMSO control signal. 1.7% of 300,000 active. AID 504408. activation, % at 9 µM;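 active = mean replicate activation of at least 50% with a set share of replicates each reaching 50%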;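 note: 0% = median of the neutral control wells and 100% = twice that signal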
# PolyA inhibitor – blocks polyadenylation in yeast reporter cells; S. cerevisiae SKY197-pL101 polyadenylation reporter, beta-gal luminescence; efflux-impaired pdr1/pdr3 knockout yeast; score 100 = 6 SD above DMSO; calls only at 12 µM; 0.02% of 300,000 active;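 active = lowest replicate activity score at least 50, where 100 means six control SD above control mean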;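 note: yeast exposed to compound for 9 h at 30 °C; higher score means more reporter readthrough which indicates perturbed polyadenylation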
# IEC-6 tox – IEC-6 cytotoxicity, counter-screen for KLF5 inhibitors; luminescence viability; inhibition, % at 5 µM; 0.78% of 290,000 active; AID 1825; in the data active = inhibition above about 22%;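 note: 0% = plate median of test compound wells and 100% = cytotoxic reference compound wells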
# The depositor's hits bear a star; i = inactive; nt = no result given; & = joins results of further samples.
# Each structure is followed by: HSF1 inh	HSP90 inh	GSK3beta inhib	KLF5 inhibitor	GSK3 alpha inh	aSyn 5UTR inh	AI-2 QS mod	HSF1 activator	PolyA inhibitor	IEC-6 tox
- O=C(N/N=C/c1cccc2ccccc12)c1cccnc1
    4	4	3	-25	2	-8	-4	38	nt	2
- CCOc1ccc(/C=C2\SC(=S)N(CCC(=O)N(CCO)c3ccccc3)C2=O)cc1
    7	7	-1	-22	0	55	2	9	i	-5
- CCCCn1nc2cc(C(=O)NCc3ccco3)ccc2c1OCC
    5	3	5	-12	0	43	8	6	i	4
- CCCOc1ccccc1/C=C(\C#N)C(=O)Nc1cccc(C)n1
    6	1	0	-22	-1	-23	-7	10	i	2
- Cc1cc(Nc2ccccc2Cl)n2nnnc2n1
    -7	2	0	-1	0	-13	21	-20	i	0
- COc1cccc(-c2c(C(=O)N/N=C/C3CC=CCC3)nnn2-c2nonc2N)c1 (stereo unspecified)
    -5	-1	1	-5	nt	4	21	2	i	4
- CS(=O)(=O)n1nc(-c2ccccc2)nc1NCc1ccco1
    7	-1	0	-41	-3	-50	-15	-9	i	-6
- COc1cccc(NC(=S)N(CCc2c(C)[nH]c3ccccc23)Cc2cccs2)c1
    nt	4	nt	-2	-1	nt	nt	nt	nt	-2
- COc1ccc2cnn(Cc3ccccc3)c(=O)c2c1OC
    4	0	-3	-29	-2	5	26	0	i	-2
- CCCC(=O)Nc1ccc(C(=O)N/N=C2\CC(=O)CC(C)(C)C2)cc1
    -8	-5	-7	-29	-1	31	1	4	i	1
- S=c1[nH]nc(-c2ccccc2)n1/N=C/c1ccc(Cl)cc1
    -6	3	-3	-28	-1	29	31	-1	i	0
- Cc1nnc(SCC(=O)NCc2ccccc2)n1-c1ccccc1
    -2	4	nt	-33	0	3	nt	9	i	0
- Cc1ccc(S(=O)(=O)CC(CN2CCOCC2)N2CCOCC2)cc1 (stereo unspecified)
    -3	2	0	-3	1	-11	7	4	i	-5
- Cc1cc(C)c(NC(=O)c2cn3c4c(c(N5CCN(C)CC5)c(F)cc4c2=O)OCC3C)c(C)c1 (stereo unspecified)
    1	-3	-1	-16	nt	9	20	34	i	3
- CCc1ccc(C(=O)COC(=O)CNC(=O)COc2ccccc2)cc1
    -8	-1	-2	-9	1	-1	7	-21	i	-4
- COc1cccc(C(c2nnnn2CC2CCCO2)N2CCN(C(=O)c3ccco3)CC2)c1OC (stereo unspecified)
    -7	-1	-3	-2	-2	-19	24	-10	i	-1
- Cc1ccc(C(=O)NCCC(=O)NCc2ccco2)cc1
    -2	7	-1	-60	5	12	13	-6	i	-4
- CCOC(=O)C1(C)NC(c2cc(OC)c(OC)c(OC)c2)C2C(=O)N(CC)C(=O)C21 (stereo unspecified)
    1	3	-6	-5	-2	3	9	-8	i	8
- O=C(CSc1nnc(CNC(=O)c2c(F)cccc2Cl)o1)Nc1ccccc1
    -4	1	-3	1	0	5	5	-8	i	-1
- CCOC(=O)C1(CC2CC2)CCN(Cc2ccc3cccc(F)c3n2)CC1
    nt	-1	0	-17	0	-18	18	nt	i	-6
- Cc1ccc2c(c1)N(CC(=O)N1CCCCCC1)C(=O)CO2
    3	4	1	-44	-2	27	14	-9	i	0
- O=C(c1ccc(Cl)s1)N1CCc2ccccc21
    19	-3	-1	-96	1	-195	4	29	i	-5
- CCOC(=O)c1cccc(NC(=O)/C=C/c2ccc3c(c2)OCO3)c1
    -3	4	0	23	-1	106*	22	10	i	5
- Cc1ccc(C)c(N2CCN(C(=O)c3cc(S(=O)(=O)N4CCCC4)cn3C)CC2)c1
    -68*	0	0	15	-1	-5	13	-75	i	12
- CCOC(=O)N1CCN(C(=O)c2ccc(C#CC3(O)CCCCC3)cc2)CC1
    -3	8	2	10	1	-64	10	-5	i	2
- Cc1ccccc1NC(=O)C1Cc2ccccc2CN1C(=O)c1ccco1 (stereo unspecified)
    7	0	4	-174	-1	-132	22	-2	i	-7
- O=C(CN1CCN(Cc2ccccc2)CC1)Nc1cccc(Br)c1
    0	1	3	-37	-2	4	7	-19	i	-1
- COc1ccccc1OCc1ccc(C(=O)OCC2CCCO2)o1 (stereo unspecified)
    3	2	-1	-22	1	-9	18	14	i	-1
- Cc1ccc(S(=O)(=O)N(C)C)cc1NC(=O)C(C)OC(=O)C1CCCC1 (stereo unspecified)
    1	nt	1	nt	0	4	18	-27	i	nt
- COc1cc(/C=N/NC(=O)COc2ccc(C)cc2)ccc1OC(=O)c1cccs1
    0	-2	0	-13	0	-65	-2	-6	i	2
- O=C(Cn1nnc(-c2ccccc2F)n1)NCc1ccco1
    3	1	3	-21	-1	-18	8	16	i	-5
- COc1ccc(-c2c3c(=O)n(C)c(=O)n(C)c3cn2Cc2cccnc2)cc1
    17	0	2	-53	2	-48	9	4	i	-1
- COCCCOc1ccnc(CS(=O)c2nc3ccccc3[nH]2)c1C (stereo unspecified)
    7&9	5	-8&2	-84	1&-2	-111&-158	25&22	25&-7	i	0
- Clc1cccc(CNCCNCc2cccc(Cl)c2)c1
    -5	1	-2	-26	1	2	13	4	i	-6
- CC1CCCCC12NC(=O)N(CC(=O)Nc1cccnc1Cl)C2=O (stereo unspecified)
    -9	-5	-1	-15	nt	-1	17	7	i	-7
- COc1ccc(C(=O)C[n+]2ccccc2C)cc1
    3	1	13	-30	2	-20	9	14	i	1
- Nc1nc(N)c2nc(-c3ccccc3)c(N)nc2n1
    -42	1	1	-15	nt	35	5	-57	i	2
- CO/N=C(\Cn1ncc(N2CCCC2)c(Cl)c1=O)c1ccc(Cl)cc1
    5	3	2	-5	-1	-25	20	22	i	8
- O=C(O)c1ccccc1C(=O)N(Cc1ccccc1)Cc1ccccc1
    -11	3	4	-35	-1	13	12	2	i	2
- Cc1nn(CC(=O)NCC2CCCO2)c(C)c1[N+](=O)[O-] (stereo unspecified)
    -4	2	-1	4	-4	18	7	9	i	1
- CC(=O)c1ccc(OCC(O)CN2CCN(S(=O)(=O)c3c(C)c(C)cc(C)c3C)CC2)cc1 (stereo unspecified)
    -4	11	0	8	-1	12	-1	7	i	4
- Cc1ccc(S(=O)(=O)N[C@H](C(=O)N2CCC(C(=O)N[C@H](C(=O)O)c3ccccc3)CC2)C(C)C)cc1
    -6	3	3	-2	-1	-2	18	-2	i	-10
- COc1cc(NC(=O)CC(C)n2ccnc2)cc(OC)c1 (stereo unspecified)
    12	-5	0	-3	-1	17	18	13	i	3
- Cc1sc(NC(=O)CN2CCN(c3ccccn3)CC2)c(C#N)c1C
    5	6	-2	-9	0	9	16	-7	i	3
- Cc1ccc(CNC(=O)C2CCC(=O)N(CCc3ccc(Cl)cc3)C2)s1 (stereo unspecified)
    -1	-4	-1	-6	-2	2	23	-7	i	0
- CCN1CCN(C(=S)Nc2ccc3nc(N4CCN(C)CC4)cc(C)c3c2)CC1
    1	-4	0	-36	-2	0	12	3	i	-2
- COc1cccc(CNc2ncnc3cc(OC)c(OC)cc23)c1
    2	1	1	-9	0	30	4	9	i	10
- NC(=O)c1oc2ccccc2c1NC(=O)C1CC(=O)N(c2ccccc2)C1 (stereo unspecified)
    1	nt	3	nt	-2	5	52	-8	i	nt
- Cc1ccc(-c2nn(CCC(=O)NC(C)C)c(=O)c3ccccc23)cc1
    -9	1	2	-23	-5	17	20	2	i	0
- CCOC(=O)c1c(CN2CCOCC2)n(-c2ccccc2)c2cc(Br)c(OC)cc12
    -1	2	-1	-1	0	-12	12	-11	i	-2
- Cc1c(C(=O)NC(=S)Nc2ccc(NC(=O)c3cccs3)cc2)oc2ccccc12
    -2	nt	-9	nt	1	-47	22	-16	i	nt
- CC(C)(C)S(=O)(=O)/C(C#N)=N/Nc1ccc(C#N)cc1
    -4	1	-3	-19	-1	24	9	-9	i	-3
- O=C(N/N=C/c1cccc(C(F)(F)F)c1)c1ccc(O)cc1
    -74*	10	-3	-8	3	-38	19	-79	i	1
- CC(C)NC(=O)N1CCN(c2ccncc2S(=O)(=O)N2CCCCC2)CC1
    -6	-4	1	-4	-1	-10	32	-16	i	-4
- Cc1ccc2cc(COC(=O)c3cccc([N+](=O)[O-])c3)c(=O)[nH]c2c1
    1	0	0	-8	0	11	16	-5	i	1
- CCc1c(C)nc2c(-c3ccccc3)c(C)nn2c1Nc1ccc(NC(C)=O)cc1
    14	4	-4	-19	-2	40	19	46	i	-10
- CCC(C)(C)n1nnnc1C(c1ccc2ncccc2c1)N1CCN2CCCC2C1 (stereo unspecified)
    -6	3	0	-14	-5	-18	1	-5	i	4
- Cc1ccn2c(CNC(C)c3cn(C)nc3C)c(C(=O)N3CCCCCC3)nc2c1 (stereo unspecified)
    -1	-3	4	4	-1	-6	10	2	i	0
- CCOC(=O)C1CCN(c2c(NCc3ccc(C(=O)NCCOC)cc3)c(=O)c2=O)CC1
    -2	4	3	-30	-5	-31	15	-2	i	-2
- N#CC(Sc1ccccn1)c1ccc(Cl)cc1 (stereo unspecified)
    4	4	2	-18	-1	-6	34	-3	i	2

# Next section
# Each structure is followed by: HSF1 inh	HSP90 inh	GSK3beta inhib	KLF5 inhibitor	GSK3 alpha inh	aSyn 5UTR inh	AI-2 QS mod	HSF1 activator	PolyA inhibitor	IEC-6 tox
- COC(=O)[C@@H]1[C@H](CCc2ccccc2)NC(=O)N(Cc2ccccc2)[C@@H]1C
    -4	nt	-5	nt	-2	31	14	-12	i	nt
- Cc1cc(C)n(-c2ccc3nnc(C)n3n2)n1
    1	-1	2	-33	-2	3	nt	0	i	-5
- CCCCCCCCCC[n+]1cccc(C(=O)N(CC)CC)c1
    -4	-1	-2	-20	3	-6	18	-6	i	10
- CCC(CC)C(=O)Nc1cc(C)cc(C)c1
    -2	4	2	-3	7	9	12	-5	i	4
- CCOc1nc(Oc2cccc(C(=O)O)c2)nc(Oc2cccc(C(=O)O)c2)n1
    nt	4	3	-10	-1	nt	9	nt	i	0
- CCCCOc1ccc(C(=O)NCC(=O)NCC(c2ccc(OC)cc2)N2CCCC2)cc1 (stereo unspecified)
    4	nt	-20	nt	-2	-7	22	-15	i	nt
- Cc1cc(NC(=O)c2ccc(Br)c([N+](=O)[O-])c2)no1
    0	0	-3	-19	-4	-81	6	7	i	-2
- O=C(Cn1c(=O)oc2ccccc21)NCC1COc2ccccc2O1 (stereo unspecified)
    2	-2	-2	-22	-1	3	12	9	i	-3
- COCC(=O)NNS(=O)(=O)c1ccccc1[N+](=O)[O-]
    8	10	1	-18	-1	2	23	28	i	4
- CNS(=O)(=O)c1cn(CC(=O)N(C)Cc2ccccc2)cc1S(=O)(=O)NC
    -7	0	0	-30	-3	-3	-1	-1	i	-1

# Some of the compounds tested (hit frequency here may not be typical).
